# aDG glyco up = increases alpha dystroglycan glycosylation; 0.22% of 360,000 active; Pro5-aDG cells, alpha-DG glycosylation AlphaScreen (IIH6); 0% Pro5, 100% B10-LARGE cell signal; activation, % at 10 µM;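 active = activation of at least 8% versus controls, or a plate z-score of at least 8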;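 also: Pro5 are CHO cells carrying HIG-tagged alpha-DG that lacks glycosylation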
# PDI turbidity = blocks human protein disulfide isomerase activity; P07237; inhibition, % at 10 µM; PDI insulin aggregation turbidity, A650, 90 min; 0.052% of 350,000 active; AID 588391;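 active = mean inhibition across replicates of 30% or more, whatever share of single replicates reach that level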;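 also: absorbance from insulin aggregation driven by PDI reduction with DTT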
# Target sequence (P07237 whole entry, looked up): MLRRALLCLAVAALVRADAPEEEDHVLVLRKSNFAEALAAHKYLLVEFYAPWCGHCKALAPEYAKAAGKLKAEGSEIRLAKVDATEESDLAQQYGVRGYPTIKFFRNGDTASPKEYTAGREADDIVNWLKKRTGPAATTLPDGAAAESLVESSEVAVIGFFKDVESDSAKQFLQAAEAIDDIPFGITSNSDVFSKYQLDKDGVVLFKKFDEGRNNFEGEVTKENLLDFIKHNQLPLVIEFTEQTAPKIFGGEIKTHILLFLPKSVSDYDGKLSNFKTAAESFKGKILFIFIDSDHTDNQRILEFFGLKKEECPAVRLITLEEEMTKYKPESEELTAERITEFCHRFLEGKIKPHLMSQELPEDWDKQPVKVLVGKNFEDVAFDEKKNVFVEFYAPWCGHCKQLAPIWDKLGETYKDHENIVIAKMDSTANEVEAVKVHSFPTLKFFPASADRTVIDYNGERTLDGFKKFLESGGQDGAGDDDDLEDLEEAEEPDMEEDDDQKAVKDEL
# ABCB6 inh MLPCN = human ABCB6 transporter inhibition | Q9NP58 | K562-ABCB6 porphyrin accumulation, flow cytometry, 1 h; active compounds read low | fluorescence ratio to DMSO, % at 10 µM | 0.19% of 360,000 active;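 active = fluorescence ratio to DMSO below 75%, the collection mean minus 3 SD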;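 also: signal is porphyrin accumulated inside mitochondria; 100% equals median channel fluorescence of DMSO control wells; lower ratio means ABCB6 inhibition with less porphyrin fluorescence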
# Cardio protect = modulators protecting cardiomyocytes from myocardial damage; H9c2 cardiomyocytes, H2O2 injury protection, ATPLite, 2 h; protection from H2O2 cell death, % at 20 µM; 0.63% of 360,000 active; AID 588492;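 active = compounds giving at least 50% protection of heart cells from peroxide-induced death in the single-dose screen, raw or plate-pattern-corrected value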;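 also: 0% = DMSO wells with peroxide and 100% = DMSO wells without peroxide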
# CaV13 ICDI inh = Primary screen for inhibitors of IQ motif and Ca2+-dependent inactivation inhibitor domain binding in CACNA1D, Förster resonance energy transfer in living cells, …. HEK cells, CFP/YFP FRET ICDI-IQ, plate reader, 10 min; percent FRET-ratio fall versus neutral wells. inhibition, % at 12.3 µM. 0.098% of 340,000 active. AID 743397;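 active = mean replicate inhibition of at least 30% and at least 1% of replicates passing that level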;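 also: 0% = median of the neutral control wells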
# Vif inh = HIV Vif inhibition. HEK293T cells, Vif self-association by quenched fluorescence, imaging, 24 h. inhibition, % at 7.49 µM. 0.35% of 340,000 active. AID 602346; in the data active = inhibition above about 50%, passing the limit was not always enough; also: some results filed as inactive read as strong as hits
# HTR2A ag = mouse HTR2A agonism via beta-arrestin recruitment; 0.66% of 360,000 active; AID 624169; P35363; CHO-K1 mHTR2A beta-arrestin complementation, luminescence; percent of 30 µM serotonin response; activation, % at 7.6 µM;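 active = activation above a run cutoff, the mean activation of all tested compounds plus 3 SD, cut at about 14% in these data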;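 also: 0% = plate median of compound wells and 100% = 30 µM serotonin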
# Target sequence (P35363 whole entry, looked up): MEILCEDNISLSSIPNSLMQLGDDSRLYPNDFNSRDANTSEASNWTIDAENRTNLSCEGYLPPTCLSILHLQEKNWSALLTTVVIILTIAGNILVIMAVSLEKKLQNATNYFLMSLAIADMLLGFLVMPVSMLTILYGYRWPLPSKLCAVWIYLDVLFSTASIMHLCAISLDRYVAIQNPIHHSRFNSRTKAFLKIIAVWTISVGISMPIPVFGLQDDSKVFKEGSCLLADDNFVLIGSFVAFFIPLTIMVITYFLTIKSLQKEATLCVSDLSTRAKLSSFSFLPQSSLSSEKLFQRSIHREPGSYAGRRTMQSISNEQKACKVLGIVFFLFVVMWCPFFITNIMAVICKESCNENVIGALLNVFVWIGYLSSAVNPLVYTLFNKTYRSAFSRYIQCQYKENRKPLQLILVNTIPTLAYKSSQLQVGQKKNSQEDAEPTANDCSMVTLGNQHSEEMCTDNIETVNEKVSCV
# Exocytosis inh = lytic granule exocytosis inhibition; TALL-104 LAMP-1 surface exposure, flow cytometry; cells stimulated with thapsigargin and PMA; 0.66% of 360,000 active; inhibition, % at 10 µM;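 active = inhibition above about 55%, limit read from the data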
# Glyco luc inh = N-linked glycosylation inhibition; D54 ERlucT glycosylation luciferase reporter, 24 h; percent of 100 nM tunicamycin response; reporter increase, % at 12.5 µM; 0.23% of 360,000 active; AID 588692;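 active = mean luciferase reporter signal, scaled so untreated is 0 and the glycosylation-blocking control 100, at or above a set limit in every replicate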;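 also: luciferase carries N-glycosylation sites so blocking glycosylation raises the light; 0% = median of neutral control wells and 100% = median of 100 nM tunicamycin wells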
# iPSC survival up = enhancers of human iPSC single-cell survival; hiPSC single-cell survival, ATPlite luminescence; 100% = ROCK inhibitor wells, 0% = DMSO; survival enhancement, % at 20 µM; 0.044% of 360,000 active; in the data active = survival enhancement above about 18%;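 also: cells exposed to compounds for 16 hours before the ATP read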
# Active calls of the source: *; / = no result given. The order is random. Share with any hit: about 3.1%.
nr	SMILES	aDG glyco up	PDI turbidity	ABCB6 inh MLPCN	Cardio protect	CaV13 ICDI inh
1	Cc1ccc(CNC(=O)CN2CCN(Cc3ccc(C)cc3)C2=O)cc1	-0.1	-2	199	-2	/
2	CCOC(=O)c1c(/N=C/N(C)C)sc(/C=N/Nc2ccccc2)c1-c1ccccc1	-0.3	15	119	18	-4
3	Cc1ccc(/C=N/NC(=O)CNC(=O)c2cccs2)cc1	0.0	-1	103	-5	-10
4	Cn1nc(CC(=O)NC2CCCCCC2)c2ccccc2c1=O	1.9	14	97	-14	-5
5	CC(=O)Nc1ccc(S(=O)(=O)NCCN2CCOCC2)cc1	-0.1	-4	107	0	-9
6	CSc1nnc(-c2sccc2OCc2ccc(C)cc2)n1C	0.1	-4	91	-4	-4
7	C=CCN(C(=O)CSc1nc2[nH]ncc2c(=O)n1-c1ccccc1OC)c1ccccc1	0.1	2	104	7	-10
8	CCOc1ccc(-c2nnn(CC(=O)c3cc(OC)ccc3OC)n2)cc1	0.8	0	88	-1	-6
9	Cc1cccc(N2CCN(C(=S)c3ccc4c(c3)OCO4)CC2)c1	-0.1	-7	104	1	-6
10	C[C@H](NC(=O)OC(C)(C)C)C(=O)N/N=C/c1ccc2nccnc2c1	0.1	-1	103	-4	-5
11	NC(=O)CC(NC(=O)Cc1ccc(Br)cc1)c1ccc(NCCN2CCCC2)c([N+](=O)[O-])c1 (configuration not stated)	-0.1	6	101	13	-10
12	CCOC(=O)N1CCN(C(=O)c2ccc(S(=O)(=O)c3ccc(C)cc3)c(NC(C)=O)c2)CC1	-0.1	6	99	-2	/

nr	Vif inh	HTR2A ag	Exocytosis inh	Glyco luc inh	iPSC survival up
1	/	1	13	0	-1.7
2	-4	1	0	0	-1.2
3	7	7	-4	0	0.6
4	-12	11	-3	-3	0.4
5	-1	2	0	3	0.6
6	-15	-1	10	8	-1.1
7	/	1	-1	0	-1.6
8	-2	0	-4	0	3.0
9	19	-2	0	15	-2.6
10	-1	1	-2	3	-0.2
11	-7	-2	5	-1	-2.5
12	-2	-7	2	3	-0.5

# (listing goes on)
nr	SMILES	aDG glyco up	PDI turbidity	ABCB6 inh MLPCN	Cardio protect	CaV13 ICDI inh
13	CCOc1cc(/C=C/C(=O)NCCc2ccc(S(N)(=O)=O)cc2)ccc1OCC(C)C	-0.1	-2	97	7	-5
14	Cc1nnsc1S(=O)c1ccc(Br)cc1 (configuration not stated)	-0.1	3	100	-2	-19
15	CCOC(=O)C(=Cc1ccccc1OC)C(=O)OCC	-0.4	-48	89	2	0
16	O=C1CC(c2ccccc2)Sc2nc(-c3ccccc3)c(-c3ccccc3)n21 (configuration not stated)	0.1	-13	101	0	-6
17	CCn1cc(C(=O)O)c(=O)c2cnc(N3CCN(C(=S)NC(=O)c4ccc(F)c(F)c4)CC3)nc21	-0.1	12	105	-1	-3
18	CCOC(=O)c1cc(S(=O)(=O)NCc2ccc3c(c2)OCO3)cn1C	-0.1	4	103	-1	-3
19	CCOC(=O)c1ccccc1NC(=S)N1CCC(C(N)=O)CC1	0.4	2	94	-3	-6
20	COc1cc(NC(=O)c2ccccc2)c(OC)cc1NC(=O)CN1CCCCC1	0.0	6	98	1	-4
21	O=C(CCCN1CCC(C(=O)c2ccc(F)cc2)CC1)c1ccc(F)cc1	0.0	11	90	-2	-7
22	CC(C)N(CCc1ccncc1)C(=S)Nc1cccc(Cl)c1	0.2	7	98	-6	-3
23	CCCCNC(=S)NNC(=O)c1ccc(Br)o1	0.1	-7	97	2	-6
24	O=c1cc(-c2ccsc2)oc2cc(-c3ccc4c(c3)OCO4)ccc12	0.3	-5	100	-16	-6

nr	Vif inh	HTR2A ag	Exocytosis inh	Glyco luc inh	iPSC survival up
13	0	-5	0	-6	0.7
14	-13	2	-6	2	-0.1
15	6	3	1	11	-2.2
16	1	3	1	0	0.7
17	-2	-1	18	1	0.7
18	-3	6	-3	1	0.5
19	-2	0	-7	2	-0.6
20	7	-3	-2	2	1.0
21	-6	-6	32	0	0.8
22	2	3	-1	-1	1.1
23	5	1	2	3	-0.1
24	-5	3	2	4	-3.1

# Continuation:
nr	SMILES	aDG glyco up	PDI turbidity	ABCB6 inh MLPCN	Cardio protect	CaV13 ICDI inh
25	CN1OC[C@@H]2CN(C(=O)CCc3ccccc3)[C@H](c3cccc(-c4ccc(C#N)cc4)c3)C[C@@H]21	0.0	2	100	16	-4
26	CCN(Cc1ccncc1)S(=O)(=O)c1ccc(C(C)=O)cc1	1.3	-1	97	-9	-3
27	CN(C(=O)C1CCC(=O)N(CCc2ccc(Cl)cc2)C1)C1CCOCC1 (configuration not stated)	0.0	-29	89	4	-7
28	COc1ccc(/C(C)=N/OCC(=O)N=Nc2c(O)[nH]c3ccc(Br)cc23)cc1	0.0	4	92	-7	-6
29	Cc1ccccc1C(=O)Nc1cccc(N)c1	-0.2	-5	106	-1	/
30	CC(C)c1ccc(/C=N/NC(=O)C(=O)NCCCN2CCOCC2)cc1	-0.2	-6	97	4	-2
31	CC12CCC(CC1O)C2C(=O)O (configuration not stated)	0.1	4	101	0	-5
32	O=C(NNC(=O)c1cccnc1)Nc1ccc(Cl)c(Cl)c1	0.3	0	92	11	-3
33	C=CCN1c2ccccc2[C@]23C[C@@H](C(=O)OC)N(C(=O)NC4CCCC4)C2=NC(C(=O)OC)=C(C(=O)OC)[C@H]13	1.2	2	101	-5	-12
34	Cc1cc2c3c(c1C)C1(C(=O)N3C(C)(C)CC2C)C(C#N)=C(N)Oc2n[nH]c(C)c21 (configuration not stated)	-0.2	-5	91	0	-7
35	COc1cc(/C=C2/C(=O)ON=C2C)cc(Cl)c1O	0.1	-3	99	4	-3
36	COCc1cc(C)nc(N2CCN(Cc3ccccc3)CC2)c1C#N	0.0	-4	91	8	1

nr	Vif inh	HTR2A ag	Exocytosis inh	Glyco luc inh	iPSC survival up
25	-8	-7	15	-3	-1.7
26	-12	3	-4	-6	-3.2
27	-2	3	-19	1	0.3
28	28	-2	-1	-1	2.1
29	2	2	0	1	-1.7
30	15	1	-1	-1	1.3
31	4	-1	0	-1	-1.7
32	-1	1	0	-1	1.4
33	17	-6	-2	-1	-2.8
34	-4	0	-3	-5	-0.9
35	1	-1	-20	4	-0.1
36	-7	-4	0	0	2.6

# Grouped by structure: the entries above containing two or more sulfur atoms.
nr	SMILES	aDG glyco up	PDI turbidity	ABCB6 inh MLPCN	Cardio protect	CaV13 ICDI inh
6	CSc1nnc(-c2sccc2OCc2ccc(C)cc2)n1C	0.1	-4	91	-4	-4
14	Cc1nnsc1S(=O)c1ccc(Br)cc1 (configuration not stated)	-0.1	3	100	-2	-19

nr	Vif inh	HTR2A ag	Exocytosis inh	Glyco luc inh	iPSC survival up
6	-15	-1	10	8	-1.1
14	-13	2	-6	2	-0.1

# Later entries.
nr	SMILES	aDG glyco up	PDI turbidity	ABCB6 inh MLPCN	Cardio protect	CaV13 ICDI inh
37	COc1ccc(C(=O)N/C(=C\c2ccco2)C(=O)OCc2ccco2)cc1	0.0	18	88	-2	0
38	CC(C)CN1CCN(Cc2cccc3cccnc23)CC1CCO (configuration not stated)	0.2	3	95	2	-3
39	CCSc1nc2ccccc2c(=O)n1OCC(=O)OC	3.3	15	96	0	-8
40	N#Cc1ccc(-c2ccc(OCC(=O)NN=Cc3ccncc3)cc2)cc1	0.2	5	91	-4	-19
41	C/C(=C\c1ccc(C(=O)O)cc1)c1ccc2c(c1)C(C)(C)CCC2(C)C	-0.1	-1	98	14	-5
42	COc1cccc(CN(C)C(=O)c2cc(COc3ccc4ncccc4c3)on2)c1	13*	-1	91	-26	0
43	CCCC1=NN(C(=O)Cc2ccc(OC)cc2)C(O)(C(F)(F)F)C1 (configuration not stated)	0.3	1	105	2	-3
44	O=C(CSc1ncnc2c1cnn2-c1ccccc1)Nc1ccccc1	1.0	-4	95	-14	-8
45	CC(C)(C)c1ccc(C(=O)C2CCCN(C(=O)C3CCOCC3)C2)cc1 (configuration not stated)	-0.3	5	99	-2	-2
46	COc1ccc(C(CNC(=O)CNC(=O)c2cc(OC)c(OC)c(OC)c2)N2CCOCC2)cc1 (configuration not stated)	0.0	10	103	3	-6
47	COc1cccc(NC(=O)CSc2nc(=O)n(CCN(C)C)c3c2CCCC3)c1	0.4	-2	101	2	-4
48	CC1CCCN(S(=O)(=O)c2cccc(C(=O)OCC(=O)N(C)Cc3c(F)cccc3Cl)c2)C1 (configuration not stated)	0.0	-6	97	-13	-3

nr	Vif inh	HTR2A ag	Exocytosis inh	Glyco luc inh	iPSC survival up
37	-6	1	-8	0	-0.4
38	0	5	0	3	0.0
39	5	0	0	1	0.4
40	-1	-5	-1	3	0.9
41	15	14	26	4	-2.0
42	-2	1	0	-4	-0.3
43	-5	-1	4	0	-2.8
44	-66	-3	0	-2	-1.6
45	1	-5	3	3	1.1
46	-14	2	-1	2	-0.5
47	0	0	-8	-1	-0.2
48	12	2	0	3	-0.6

# (more compounds)
nr	SMILES	aDG glyco up	PDI turbidity	ABCB6 inh MLPCN	Cardio protect	CaV13 ICDI inh
49	CC1CCC(NC(=O)CN(C)CC(=O)Nc2ccc(F)cc2)CC1 (configuration not stated)	0.1	-7	97	2	-6
50	COc1ccc(OCC(=O)Nc2ccc3c(c2)nc(CCN2CCC(C)CC2)n3C)cc1	0.3	4	96	8	-7
51	Cc1ccc(NC(=O)c2ncn(CCCNCc3ccccn3)n2)cc1C	-0.1	-2	98	5	-4
52	Cc1cccc(S(=O)(=O)NC(=O)C2(C)CCN2C(=O)c2c(C)noc2C)c1 (configuration not stated)	0.1	1	98	5	-11
53	O=S(=O)(NC1CCCCCC1)c1cccc(Cl)c1	0.0	7	96	-8	-6
54	Cc1sc2ncn(CC(=O)OC(C)C(=O)NC(C)(C)C)c(=O)c2c1C (configuration not stated)	-0.2	2	99	1	-1
55	O=C(N/C(=C/c1cccnc1)C(=O)N1CCOCC1)c1ccccc1Br	1.0	11	97	1	-7
56	CCCN(CCC)C(=O)CC(c1ccccc1)c1ccco1 (configuration not stated)	-0.1	1	97	7	-5

nr	Vif inh	HTR2A ag	Exocytosis inh	Glyco luc inh	iPSC survival up
49	-3	2	0	-2	0.5
50	-3	-10	20	-7	0.2
51	1	1	-2	3	-0.9
52	7	2	-8	1	3.8
53	-10	-3	-1	-2	0.3
54	14	2	2	-1	-0.9
55	11	2	-2	1	4.5
56	-4	-2	16	-2	-0.5

# Compound profiles (already shown). Screens in order: aDG glyco up	PDI turbidity	ABCB6 inh MLPCN	Cardio protect	CaV13 ICDI inh	Vif inh	HTR2A ag	Exocytosis inh	Glyco luc inh	iPSC survival up
# C[C@H](NC(=O)OC(C)(C)C)C(=O)N/N=C/c1ccc2nccnc2c1 is listed with 0.1	-1	103	-4	-5	-1	1	-2	3	-0.2
# CC1CCCN(S(=O)(=O)c2cccc(C(=O)OCC(=O)N(C)Cc3c(F)cccc3Cl)c2)C1 (configuration not stated) is listed with 0.0	-6	97	-13	-3	12	2	0	3	-0.6
# N#Cc1ccc(-c2ccc(OCC(=O)NN=Cc3ccncc3)cc2)cc1 is listed with 0.2	5	91	-4	-19	-1	-5	-1	3	0.9
